NPY-Y2 PAM-ag: potentiators or agonists of human neuropeptide Y receptor Y2; activation, % at 3.6 µM; cells expressing NPY-Y2, potentiator/agonist read-out; 0.45% of 220,000 active; AID 1359; in the data active = activation above about 27%;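 also: cells stimulated with NPY near EC25 plus isoproterenol at EC100; 0% = vehicle plus submaximal agonist and 100% = vehicle plus saturating agonist; some results beyond the cut were filed as inactive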
TRPML3 agonist: activates the human TRPML3 channel. Q8TDD5. HEK293 TRPML3-YFP, Fluo-8 calcium fluorescence; 100% = the carbachol control signal. activation, % at 3 µM. 0.29% of 220,000 active. AID 1448;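 active = activation above its plate's cutoff, the mean activation of the plate's test wells plus 3 SD, cut at about 12% in these data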;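 also: 0% = DMSO only wells and 100% = carbachol wells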
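Material: HEK293 cells stably carrying human TRPML3-YFP; compound dosing: single dose, 3 µM final nominal compound, 0.3% DMSO final; incubation: 1-h 37 °C dye load, 5-s basal, 120-s post-compound reads; technique: Fluo-8 intracellular calcium fluorescence, excitation 470-495 nm, emission 515-575 nm; read-out basis: percent activation from peak-to-basal fluorescence ratio, scaled between DMSO and carbachol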
CHOP inh: blocks CHOP induction under ER stress. CHO-K1 CHOP-promoter luciferase, tunicamycin-induced, 15-18 h. inhibition, % at 10 µM. 3.8% of 220,000 active. AID 2732;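 active = compounds that reduced the stress-induced luciferase reporter signal by more than about 70% of percent inhibition, limit read from the data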;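 also: 0% = tunicamycin plus vehicle and 100% = wells without tunicamycin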
S1P4 antagonist: human S1P4 receptor antagonism. O95977. S1P4-expressing cells, antagonist mode, reporter read-out. inhibition, % at 4.98 µM. 0.26% of 220,000 active; in the data active = inhibition above about 29%;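 also: 0% = wells stimulated with agonist and 100% = vehicle wells without agonist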
Target sequence (O95977 whole entry, looked up): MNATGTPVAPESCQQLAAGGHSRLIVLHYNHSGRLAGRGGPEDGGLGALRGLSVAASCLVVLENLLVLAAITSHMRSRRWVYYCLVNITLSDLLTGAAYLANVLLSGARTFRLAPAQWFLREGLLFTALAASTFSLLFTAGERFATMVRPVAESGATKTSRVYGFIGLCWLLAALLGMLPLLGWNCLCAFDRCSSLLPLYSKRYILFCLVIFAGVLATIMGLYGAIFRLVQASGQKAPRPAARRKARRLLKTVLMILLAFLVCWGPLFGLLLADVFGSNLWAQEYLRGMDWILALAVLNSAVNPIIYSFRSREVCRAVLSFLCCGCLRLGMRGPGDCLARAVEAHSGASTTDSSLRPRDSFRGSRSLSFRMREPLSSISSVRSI
S1P4 agonist: human S1P4 receptor agonism; O95977; 0.35% of 220,000 active; activation, % at 4.98 µM; S1P4-expressing cell line, agonist reporter assay; in the data active = activation above about 11%;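 also: 0% = DMSO vehicle and 100% = reference agonist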
EP2 mod: EP2 receptor (human) modulation | P43116 | EP2-expressing cells, cAMP HTRF FRET, PGE2 co-stimulation | induction, % at 25 µM | 0.83% of 260,000 active | AID 940;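 active = compounds whose cAMP rise, as percent of the full-agonist control response, exceeds 60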;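 also: rat C6 glioma line stably carrying human EP2 under a CMV promoter; the protocol text gives 20 µM as final concentration; 100% = response of wells given 1 µM PGE2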
Target sequence (P43116 whole entry, looked up): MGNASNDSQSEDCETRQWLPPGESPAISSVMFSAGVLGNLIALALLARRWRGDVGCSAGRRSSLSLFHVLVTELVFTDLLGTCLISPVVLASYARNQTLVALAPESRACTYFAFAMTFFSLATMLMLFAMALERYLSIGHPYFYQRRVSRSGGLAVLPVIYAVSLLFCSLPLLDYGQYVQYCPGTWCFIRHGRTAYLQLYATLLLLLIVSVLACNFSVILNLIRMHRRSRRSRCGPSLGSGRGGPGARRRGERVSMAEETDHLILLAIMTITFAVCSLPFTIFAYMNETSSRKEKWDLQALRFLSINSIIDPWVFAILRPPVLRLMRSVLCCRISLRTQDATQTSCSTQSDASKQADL
NPY-Y1 PAM-ag: human NPY-Y1 potentiation or agonism, primary screen | NPY-Y1 expressing cells, potentiator/agonist activation | activation, % at 3.6 µM | 0.37% of 220,000 active | AID 1304; in the data active = activation above about 33%, passing the limit was not always enough;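 also: cells stimulated with NPY at EC10 then isoproterenol at EC100; 0% = low agonist plus stimulus and 100% = saturating agonist plus stimulus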
zfTRPN1 agonist: agonists of zebrafish TRPN1 channel; HEK293 zebrafish TRPN1-YFP, Fluo-8 calcium fluorescence; 100% = response to 87 µM carbachol; activation, % at 3 µM; 0.18% of 220,000 active; AID 1424;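 active = activation above its plate's cutoff, the mean activation of test wells on that plate plus 3 SD, cut at about 19% in these data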;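 also: 0% = DMSO alone and 100% = 87 µM carbachol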
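Material: zebrafish TRPN1-YFP in HEK293 cells; Doses: single test compound dose, 3 µM nominal, 0.3% DMSO; Timing: dye loading 1 h at 37 °C, then 30 min room temperature; Technique: intracellular calcium fluorescence with Fluo-8; Benchmarks: high carbachol 87 µM, low DMSO alone.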
NPY Y1 blocker: antagonists of human neuropeptide Y receptor Y1; P25929; HEK293-CNG Y1 cells, membrane potential fluorescence; NPY at EC95, then isoproterenol; inhibition, % at 3.6 µM; 1% of 200,000 active;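 active = inhibition above the campaign mean inhibition of all tested compounds plus 3 SD, cut at about 20% in these data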;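 also: 0% = DMSO wells given NPY plus isoproterenol and 100% = isoproterenol alone without NPY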
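Material: HEK293 cells with Y1 receptor plus CNG channel; times: compound incubation 1 h at room temperature, readout 45 min post-stimulation; signal: fluorescence, membrane potential probe; read-out basis: fluorescence ratio normalized to % inhibition between controls; benchmarks: full-block control isoproterenol-only wells, zero-block control NPY plus isoproterenol wells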
Starred values were filed as active, the others as inactive; . = not tested or not shown; & = joins results of further samples.

SMILES | NPY-Y2 PAM-ag | TRPML3 agonist | CHOP inh | S1P4 antagonist | S1P4 agonist | EP2 mod | NPY-Y1 PAM-ag | zfTRPN1 agonist | NPY Y1 blocker
Cc1ccc(O)c(CNc2ccccn2)c1 | 17 | -0.7 | -7 | -6 | -0.8 | 3 | 19 | 0.0 | -1
N#Cc1c(N)oc(-c2ccccc2)c1-c1ccccc1 | -9 | 0.7 | 58 | -21 | 1.4 | 22 | -4 | 0.0 | -4
CCC(NC(=O)c1cccc(Cn2cc([N+](=O)[O-])cn2)c1)c1ccc(C(C)C)cc1 (configuration not stated) | 2 | 0.0 | 59 | -9 | -1.1 | -22 | 0 | -0.3 | -2
CCOC(=O)c1c(C)n(C)c2ccc(OC)c([N+](=O)[O-])c12 | -22 | -0.2 | -8 | -7 | 1.2 | 2 | -4 | -0.1 | 3
CCOC(=O)c1cc(C(C)(C)C)oc1CN | 15 | 0.4 | 13 | -22 | -0.1 | -8 | 21 | 0.5 | 4
Brc1cnc2nc(SCc3nc4ccccc4[nH]3)[nH]c2c1 | -18 | 0.2 | 45 | 9 | -0.7 | 21 | -29 | -0.9 | .
CC(=O)c1cccc(NC(=O)Nc2ccc(C(=O)N3CCCC3)cc2)c1 | -14 | -1.0 | 26 | -11 | 0.2 | 25 | -20 | 1.0 | -6
O=C(NC1CCCCC1)N(Cc1cc2cc3c(cc2[nH]c1=O)OCCO3)CC1CCCO1 (configuration not stated) | 16 | -0.1 | 14 | -5 | -0.2 | 13 | 12 | -1.1 | 1
O=C(CSc1nnc(-c2ccc(Cl)cc2)n1-c1ccccc1)N/N=C/c1ccccc1C(=O)O | -13 | 1.0 | -1 | 4 | 0.5 | 6 | -11 | 0.4 | 1
CC(=O)Nc1ccc(NC(=O)Cn2cc3c(n2)CCCC3)cc1 | 13 | 0.4 | -3 | -19 | 0.7 | 15 | 10 | 1.0 | -3
Cc1nc2c3ccccc3nc(NNC(=O)CCC(=O)NC(C)C)n2n1 | -5 | 0.5 | -4 | -17 | 0.6 | 6 | -35 | -0.9 | 7
O=S(=O)(NCc1ccccc1)c1cccc(S(=O)(=O)N2CCOCC2)c1 | 13 | 0.6 | 4 | 4 | 0.4 | -57&-29 | 4 | -0.5 | 0
CCCc1[nH]nc2c1C(c1cn[nH]c1-c1ccc(F)cc1)C(C#N)=C(N)O2 (configuration not stated) | 2 | 1.6 | 59 | -3 | 0.3 | -6 | -3 | 1.5 | 3
COC(=O)C(Cc1cnc(Cl)s1)(C(=O)OC)c1ccc(C(F)(F)F)cc1[N+](=O)[O-] | -6 | 2.3 | 98* | -4 | 2.6 | 1 | -23 | -1.0 | 5
CCOc1ncccc1C(=O)NCCN1C(=O)S/C(=C/c2cccs2)C1=O | 7 | 0.7 | -5 | 0 | 2.1 | 29 | 1 | 0.0 | 9
COc1ccc(C)cc1-n1c(N)c(C#N)c(C#N)c1-c1ccc(OC)c(OC)c1OC | -11 | -1.9 | -8 | -7 | -0.5 | 13 | -23 | -1.5 | 7
O=S(=O)(NC1CCCCC1)c1ccc(F)c2ccccc12 | -2 | -0.5 | -2 | -47 | 0.4 | 11 | 6 | -2.6 | 1
CCOCCCNC(=O)/C(C#N)=C/c1ccc(Cl)c([N+](=O)[O-])c1 | -12 | 0.8 | -13 | -7 | -0.8 | -49 | 2 | 0.4 | 3
CC1(C)CC(=O)C(C=NCC(N)=O)=C(O)C1 | 0 | 0.5 | 23 | -3 | 3.8 | 21 | 11 | -0.1 | 3
COC(=O)C1=C(C)NC(C)=C(C(=O)OC)C1c1ccco1 | 11 | -1.5 | 3 | -14 | 0.5 | -13 | 0 | -1.6 | .
CCOC(=O)c1c(NC(=O)COC)sc(C(C)=O)c1C | -16 | -0.5 | 8 | -11 | -0.8 | 30 | -3 | -0.3 | 5
CCn1cc(C(=O)NP(=O)(Nc2ccc(C)cc2)Nc2ccc(C)cc2)c2ccccc21 | 2 | 0.9 | 2 | 2 | 0.7 | -28 | 5 | 1.4 | .
COC(=O)c1ccccc1OCC(=O)N1CCN(c2ccc(Cl)cc2)CC1 | -4 | 0.5 | 22 | 0 | 1.5 | 5 | 10 | 0.3 | 6
COc1ccc(NC(=O)c2ccc3c(SCC(=O)O)c4c(nc3c2)CCCC4)c(OC)c1 | -7 | -0.1 | 3 | -2 | 2.4 | -8 | 2 | 1.2 | 6

The last two compounds of the section above come first, to join the parts:
SMILES | NPY-Y2 PAM-ag | TRPML3 agonist | CHOP inh | S1P4 antagonist | S1P4 agonist | EP2 mod | NPY-Y1 PAM-ag | zfTRPN1 agonist | NPY Y1 blocker
COC(=O)c1ccccc1OCC(=O)N1CCN(c2ccc(Cl)cc2)CC1 | -4 | 0.5 | 22 | 0 | 1.5 | 5 | 10 | 0.3 | 6
COc1ccc(NC(=O)c2ccc3c(SCC(=O)O)c4c(nc3c2)CCCC4)c(OC)c1 | -7 | -0.1 | 3 | -2 | 2.4 | -8 | 2 | 1.2 | 6
Cc1nn(-c2ccccc2)c(N2CCCC2)c1/C=N/NC(=S)Nc1ccccc1C(F)(F)F | 11 | 0.7 | 39 | 2 | 1.7 | 16 | 6 | -0.8 | 3
CCCCOc1ccc(CC(=O)NCC(=O)O)cc1 | 12 | 0.7 | 26 | -10 | 0.2 | 15 | 8 | 2.2 | -1
Cc1cc(C)n(S(=O)(=O)c2ccc(C)c(C)c2C)n1 | -1 | 0.0 | 19 | -21 | 0.2 | 19 | 25 | -1.9 | 2
CCCCn1nnc(NC(=O)c2ccc([N+](=O)[O-])cc2Cl)n1 | -28 | 0.2 | 14 | -10 | 1.7 | -34 | 7 | 3.8 | .
O=C(COc1cc(Cl)c(Cl)cc1Cl)N1CCN(c2ccccn2)CC1 | -7 | -0.1 | -15 | -4 | -0.9 | -38 | -14 | -0.3 | 0
CCCCCC(=O)NCC(C)NC(=O)CCCCC (configuration not stated) | 6 | -0.3 | -3 | -4 | 0.1 | 12 | -18 | -0.9 | 6
Cn1c(=O)[nH]c(=O)c2c1nc(CN1CCN(c3ccc(F)cc3)CC1)n2CCc1ccccc1 | -4 | -0.3 | 67 | -5 | -1.5 | -13 | -12 | 0.8 | 3
O=C(NCc1ccccc1)c1noc2c1CCCC2 | 15 | 0.4 | . | 4 | 2.2 | 10 | -6 | -0.1 | 4
NNC(=O)CS(=O)(=O)c1ccc(Cl)cc1 | 19 | 0.5 | 13 | 8 | 0.9 | -7 | -5 | 0.9 | .
COC12NC(=O)N(C)C1(OC)C(=O)N(C)C(=O)N2C (configuration not stated) | 5 | 0.4 | 31 | -21 | -2.5 | 26 | 12 | -0.4 | 2
Cc1ccc(/C=N/Nc2ncnc3nc[nH]c23)cc1 | -6 | 0.2 | 36 | -15 | -0.8 | 9 | 6 | -0.8 | .
c1ccc2nc3c(nc2c1)CCc1nonc1-3 | -16 | 1.2 | 6 | -10 | -0.3 | 24 | 5 | -0.1 | -6
COc1cc(C(=O)N2CCCC(c3nc(-c4cccs4)no3)C2)cc(OC)c1OC (configuration not stated) | 10 | 0.1 | 16 | -7 | -0.8 | -2 | -6 | 0.3 | 3
CC(=O)Nc1ccc(NC(=O)CSc2nnc(COc3ccccc3C)n2CC2CCCO2)cc1 (configuration not stated) | 11 | 0.7 | 0 | -15 | 0.8 | -5 | 24 | -1.6 | 0
COc1ccc(NC(=O)C2CCCN2c2ccc(OC)c(OC)c2)cc1OC (configuration not stated) | -5 | 0.9 | 17 | -24 | 0.9 | 38 | 2 | 1.0 | 6
COc1ccc(CCNC(=O)Cn2cnc3scc(-c4ccccc4)c3c2=O)cc1OC | 16 | -0.4 | 37 | -3 | 1.5 | 6 | 6 | -1.8 | -8
CSc1ncccc1C(=O)OCC(=O)N1CCOCC1 | 17 | 0.1 | -16 | 4 | -0.7 | 13 | 7 | 1.3 | -2
COC(=O)C1=C(C(=O)OC)SC2(S1)C(C(=O)OC)=C(C(=O)OC)SC1=C2c2cccc(C)c2NC1(C)C | -3 | 0.0 | 50 | 19 | -1.9 | 28 | 7 | -0.1 | 5
O=C(Nc1sc2c(c1C(=O)O)CCC2)c1ccccc1 | -16 | 1.7 | 7 | 9 | 1.4 | -36 | -1 | 0.7 | 1
Cc1sc2nc(C3CC3)nc(SCC(=O)NCc3ccco3)c2c1C | -8 | -1.1 | 61 | -13 | 2.2 | 16 | -10 | -2.0 | 3
CCOc1cc(C)c(S(=O)(=O)N2CCCCC2)cc1C | 1 | 2.2 | 22 | 2 | 3.6 | 15 | 2 | -1.8 | 4
CCCN(C(=O)/C=C/c1ccco1)c1c(N)n(Cc2ccccc2)c(=O)[nH]c1=O | -3 | 0.3 | 13 | -11 | 0.4 | 9 | 3 | -0.6 | 3
O=C(NC(=S)Nc1nc(-c2cccc([N+](=O)[O-])c2)cs1)c1cc(Cl)ccc1Cl | -7 | 0.4 | 7 | 8 | 0.7 | -49 | 7 | 0.2 | 4
C/C(N)=C(/C#N)C(=O)COC(=O)c1ccccc1Cc1ccccc1 | -7 | 0.3 | 28 | -19 | -0.3 | 63* | -1 | -0.3 | 0
CCC(NC(=O)NC1CCCCC1)c1ccccc1 (configuration not stated) | 2 | -0.4 | 37 | 2 | -0.1 | 5 | -4 | 0.3 | -3
COCCn1nnnc1C(c1cc(OC)ccc1OC)N1CCc2ccccc2C1 (configuration not stated) | -1 | 0.1 | -11 | -4 | -0.7 | -2 | -5 | 0.6 | -4
Cc1c(C(=O)NCc2cccnc2)oc2c1C(=O)CC(C)(C)C2 | -12 | -0.3 | 22 | 1 | -0.9 | 1 | -21 | 1.4 | 13
COc1nc(C)ccc1-c1noc(-c2ccncc2)n1 | -7 | 0.3 | 11 | -1 | -2.1 | 19 | 2 | -0.4 | 3
O=c1[nH]c(CSc2nnc3ccccn23)nc2cc(C(F)(F)F)ccc12 | 15 | 0.8 | 5 | -8 | 0.0 | 24 | 15 | 1.8 | 5
Cc1nn(C)c(C(=O)NNC(=S)NCc2ccco2)c1Br | 2 | 0.4 | 27 | 1 | 0.5 | -11 | -28 | 0.4 | 2
Cn1c(=O)c(C(=O)CSc2nncs2)c(N)n(Cc2ccccc2)c1=O | -4 | 0.7 | 22 | 2 | 5.2 | -1 | -20 | -0.7 | 0
Cc1[nH]c2ccccc2c1/C=C/c1nc2ccccc2c(=O)n1-c1ccc([N+](=O)[O-])cc1 | 9 | 0.2 | -4 | 0 | 2.7 | 8 | 22 | 3.4 | -1
COc1ccc(-c2cc(C(=O)NC3CCCC3)no2)cc1OC | 7 | -0.3 | -28 | 7 | -0.7 | -24 | 4 | 0.2 | 3
COc1ccc(-n2c(SCC3OCCO3)nc3c(sc(=S)n3-c3ccccc3)c2=O)cc1OC | 14 | 1.1 | -13 | 4 | -1.3 | 30 | 31 | -0.6 | -5
O=C1c2ccccc2S(=O)(=O)N1Cc1nnc(-c2ccccc2Br)o1 | -32 | -0.1 | -2 | 1 | -0.6 | -47 | 4 | -0.3 | -4

From PubChem BioAssay
